Bioassay records (PubChem)
Rin1-Abl PPI inh – inhibitors of human Rin1-Abl protein interaction. P00519+Q13671. TR-FRET Rin1/Abl binding, biochemical. inhibition, % at 7.35 µM. 0.4% of 360,000 active; in the data active = inhibition above about 5%, passing the limit was not always enough
MsrA inhibitor – inhibitors of bovine MsrA | purified bovine MsrA, absorbance read-out | inhibition, % at 15.5 µM | 0.75% of 360,000 active | AID 651718; in the data active = inhibition above about 4.5%;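 note: 0% = vehicle wells with enzyme and 100% = reference inhibitor wells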
Rpn11 inh – Rpn11 (human) deubiquitinase inhibition | calls only at 20 µM | human 26S proteasome, Ub4-pepOG fluorescence polarization; 20S core pre-blocked with epoxomicin | 0.59% of 360,000 active | O00487;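 active = inhibition at 20 µM, scaled to each plate's controls, above about 33%, limit read from the data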
FAS-TE inh – FAS thioesterase (human) inhibition; P49327; recombinant FAS-TE, OMFH fluorogenic substrate, fluorescence endpoint; inhibition, % at 15 µM; 0.67% of 360,000 active; AID 602261;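 active = compounds whose normalised, plate-corrected inhibition of enzyme fluorescence in the single-dose primary screen is 50% or more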;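 note: 0% = DMSO with enzyme and 100% = substrate without enzyme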
CSN inh – CSN deneddylation inhibition. 0.38% of 360,000 active. AID 651999. Purified CSN, SCF-Nedd8-OG deneddylation, fluorescence polarization. Q92905. inhibition, % at 12.5 µM;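 active = pattern-corrected inhibition above about 35%, with an unprinted fluorescence ratio check between 0.5 and 1.5, limit read from the data, passing the limit was not always enough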;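 note: 0% = enzyme with substrate and 100% = substrate without enzyme; some results filed as inactive read as strong as hits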
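assay system = purified human Csn5 enzyme expressed in HEK293T cells | amount = 0.24 nM enzyme | buffer or medium = Tris/NaCl/DTT buffer, pH 7.5 | reagent = 10 nM SCFSkp2-Nedd8OG | compound = one concentration, 12.5 µM, 0.25% DMSO | times = 90 min reaction at room temperature | signal = FP | read-out basis = % inhibition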
bovine MsrA act – bovine methionine sulfoxide reductase A activation. purified bovine MsrA, absorbance read-out. activation, % at 10.6 µM. 0.3% of 360,000 active. AID 602163; in the data active = activation above about 7.5%;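 note: 0% = vehicle and 100% = reference activator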
PABP1 MLLE inh – blocks PAM2 peptide binding to the PABP1 MLLE domain; P11940; GST-MLLE / FITC-PAM2 fluorescence polarization; inhibition, % at 20 µM; 0.36% of 360,000 active; AID 588489; in the data active = inhibition above about 35%, passing the limit was not always enough;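 note: plate controls were DMSO wells with GST-MLLE for no effect and wells lacking GST-MLLE protein for full effect; some results filed as inactive read as strong as hits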
MT1-MMP act inh – blocks activation of human MT1-MMP; AID 651647; 0.061% of 360,000 active; GFP/RFP ratio change, % at 20 µM; P50281; HT1080 RFP-PRO-GFP cells, GFP/RFP ratio fluorescence, overnight; percent of plate control window, DMSO zero;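 active = GFP/RFP ratio change of at least 30% with cell ATP level not reduced by more than half and red fluorescence within 50% of control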; note: strong numbers were not always called active
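Assay system: HT1080 cells carrying an RFP-PRO-GFP reporter | Dosing: Single dose of 20 µM compound, 1% DMSO final | Incubation: Cells overnight before dosing, compound overnight, 37 °C, 5% CO2 | Evaluation: GFP/RFP fluorescence ratio | Control set: DMSO and RFP-L50D-GFP cell wells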
eLon inh – E. coli protease La inhibition; 0.42% of 360,000 active; P0A9M0; purified E. coli Lon protease, fluorescence polarization; inhibition, % at 7.94 µM; AID 602123; in the data active = inhibition above about 13%, passing the limit was not always enough;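 note: 0% = enzyme with probe and DMSO and 100% = no enzyme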
Active calls of the source: *; i = inactive; x = no result given.

SMILES	Rin1-Abl PPI inh	MsrA inhibitor	Rpn11 inh	FAS-TE inh	CSN inh	bovine MsrA act	PABP1 MLLE inh	MT1-MMP act inh	eLon inh
CC(C)C[C@@H](CN)NC(=O)c1nc[nH]c1C(=O)N[C@@H](Cc1ccccc1)C(=O)CNC[C@H](C)NC(=O)c1nc[nH]c1C(=O)N[C@@H](CC(C)C)C(=O)O	-2.4	0.6	i	-9.6	2.6	-1.2	2.2	1.8	-2.9
O=C(O)c1cc(NS(=O)(=O)c2ccc(N3CCCCC3)c([N+](=O)[O-])c2)cc(C(=O)O)c1	-1.1	1.9	i	-4.2	-7.1	-10.1	-7.2	2.1	-2.9
CCC(C)Sc1ccc(-c2nc3ccc(Cl)cn3c2NCc2ccccc2)cc1 (configuration not stated)	2.3	0.5	i	26.9	5.1	1.8	-27.8	-1.9	-8.0
CCn1nc(C)c(NC(=O)CC23CC4CC(CC(C4)C2)C3)c1C	-4.4	-0.8	i	-3.1	-1.8	-5.2	0.1	5.4	6.6
Cc1ccc(/C=N/NC(=O)c2ccc3c(c2)OCCO3)s1	-0.4	2.0	i	-5.8	-0.1	-3.5	-15.7	3.0	-5.5
NS(=O)(=O)c1ccc(CCNC(=O)C(=O)C2C(=O)Nc3ccccc32)cc1 (configuration not stated)	-2.7	2.2	i	-7.4	0.5	-3.9	10.5	1.0	-10.2
COc1ccc(C(=O)NC2CC2)cc1OC1CCN(Cc2ccccc2O)CC1	-1.7	0.6	i	-1.4	-2.9	-3.8	-8.6	1.1	2.0
COc1ccccc1NC(=O)CN1CCN(CC(=O)Nc2ccc(OC)c(OC)c2)CC1	0.7	0.2	i	-3.6	-1.4	-1.5	8.6	-5.5	-11.6
Cc1cccc(-n2nnc(C(=O)NCc3ccccc3Cl)c2N)c1	-7.8	1.0	i	1.0	-1.8	-10.3	2.1	1.5	2.0
Cc1cc(C)n(C(=O)CCCC(=O)n2nc(C)cc2C)n1	-1.2	1.1	i	-0.1	-2.6	1.3	13.3	4.0	-2.0
COc1ccc(-c2noc(N3CCC(C(=O)NCc4ccccc4Cl)CC3)n2)cc1	-1.9	-0.3	i	6.4	-2.5	-0.6	5.2	-0.5	-9.1
CC(=O)Nc1nc2ccccc2n1Cc1ccccc1Cl	-0.6	-1.1	i	-3.0	-0.8	-1.7	6.6	19.5	1.3
CC(=O)OCC1OC(OCc2cn(C[C@H]3CC[C@@H]([C@@H]4CC[C@H](Cn5cc(COC6OC(COC(C)=O)C(OC(C)=O)C(OC(C)=O)C6OC(C)=O)nn5)O4)O3)nn2)C(OC(C)=O)C(OC(C)=O)C1OC(C)=O (some centres not stated)	-1.0	-1.2	i	-11.9	-2.1	-5.3	0.7	-2.3	2.6
O=C(COc1ccc(Cl)cc1Cl)NC(=O)NC1CCCC1	-2.1	-0.9	i	13.7	0.5	-6.0	9.6	3.0	2.5
O=C(CS(=O)(=O)c1ccc(Br)cc1)N1CCOCC1	1.2	-0.7	i	-2.6	4.7	-3.3	0.2	1.7	-2.0
CCN(CCC(=O)Nc1cc([N+](=O)[O-])ccc1OC)Cc1ccccc1	-2.8	1.0	i	34.6	-3.5	-2.1	4.9	-4.4	0.5
COc1ccc(-n2nc3c(c2NC(=O)c2ccc(Br)o2)CS(=O)(=O)C3)cc1	0.8	0.0	i	-1.3	6.8	-7.0	-6.2	0.3	3.1
O=C1C(Nc2ccccc2)=C/C(=N/S(=O)(=O)c2cccs2)c2ccccc21	1.2	x	i	43.9	10.2	-1.2	25.2	-3.4	4.6
CC(C)OC(=O)c1nnn(-c2nonc2N)c1CN1CCc2ccccc2C1	-1.2	0.0	i	11.8	-2.8	-0.7	5.9	-11.4	5.1
Cc1ccc(S(=O)(=O)N2CCOCC2)cc1C(=O)OCC(=O)NCc1ccc2c(c1)OCO2	-0.4	1.2	i	-1.7	-3.7	2.4	-3.0	2.1	-16.5
CC(NC(=O)c1ccc(N(C)C)cc1)C(c1cccs1)N1CCN(C)CC1 (configuration not stated)	2.4	0.4	i	-5.7	7.7	-2.7	-10.9	-1.4	2.9
CCOc1ccc(S(=O)(=O)N2CCC(C(=O)NCc3ccccn3)CC2)cc1	0.0	1.0	i	-2.8	1.6	-0.7	2.3	0.9	-2.7
O=C(NCc1ccc(-c2csnn2)cc1)c1cccs1	0.0	-1.6	i	-0.7	-0.9	-2.0	13.8	9.9	-12.6
O=S(=O)(c1ccccc1Oc1ccc(Cl)cc1Cl)N1CCCCC1	-3.2	-1.2	i	31.6	-0.1	-3.8	10.7	0.2	-11.6
CC(C)(C)OC(=O)NN1CC(=O)N2[C@@H](Cc3c([nH]c4ccccc34)C2(C)C)C1=O	2.4	-0.4	i	0.5	1.6	-0.3	0.3	-1.9	-5.3
C=CCSc1nnc(NC(=O)C2=COCCO2)s1	-4.8	0.1	i	-6.9	-4.0	-5.5	2.5	4.7	-8.2
Cc1ccc(C)c(Nc2nc(N)c3ccccc3n2)c1	0.3	0.2	i	-0.8	-14.2	-0.2	5.3	31.3*	14.4
CCOc1ccc(NC(=O)CNC(=O)c2nn(-c3ccc(OC)c(OC)c3)c(=O)c3ccccc23)cc1	-0.7	0.5	i	-2.6	6.0	-1.0	-16.1	-7.4	3.9
CCc1nnc(NC(=O)CCC(=O)N2CCN(C3c4ccccc4-c4ccccc43)CC2)s1	-1.4	-0.9	i	3.9	-0.6	-0.8	10.7	-1.3	5.2
Cc1cc(Cn2nc(-c3ccccc3)cc2C(=O)NCc2cccs2)on1	3.2	2.5	i	7.4	-1.6	-0.7	-4.7	11.3	4.7
Cc1cc(C)nc(NS(=O)(=O)c2ccc(NC(=O)c3ccc4c(c3)OCCO4)cc2)n1	3.3	2.5	i	-3.4	1.2	-2.4	-4.5	1.4	9.0
Cc1ccc(S(=O)(=O)N2C[C@H]3n4c(=O)ccc(=O)n4C[C@H](OC(=O)Nc4c(C)noc4C)[C@@]3(O)C2)cc1	0.5	-0.3	i	-4.4	3.3	2.9	-1.3	2.4	-2.2
CN(C)c1cc[n+](Cc2ccccc2)cc1	-3.1	-0.7	i	-6.7	-0.5	-3.2	-8.1	1.8	-1.4
O=C1CCN(S(=O)(=O)c2cccs2)c2ccc(C(F)(F)F)cc2N1	0.9	-1.5	i	-4.8	-8.9	-1.9	-10.0	0.7	4.0
O=C1CC(C(=O)O)c2ccccc2N1 (configuration not stated)	-4.5	-0.7	i	-10.4	-2.0	-11.7	-6.7	-0.9	6.0
COc1cc(NC(=O)c2sc3nc(C)nc(N4CCOCC4)c3c2C)cc(OC)c1OC	-4.6	2.4	i	-2.1	1.4	-2.7	-0.2	4.9	-9.7
[N-]=[N+]=NCCN1CCN(Cc2ccccc2)CCC1=O	1.9	-0.5	i	-3.3	-3.6	-0.7	-2.5	5.5	0.1
Cc1cc(NC(=O)CSc2nc(-c3ccc(Br)cc3)nc3c2c(=O)n(C)c(=O)n3C)no1	0.9	x	i	-6.2	-0.9	-2.7	12.1	-1.9	-6.4
Cc1ccc(OCCn2cnc3c2c(=O)n(C)c(=O)n3C)cc1	1.4	-0.6	i	-3.1	2.8	-12.9	8.0	2.1	-5.1
Cc1ccc2nc(/N=C(\N)NC(=O)NC3CCCCC3)nc(C)c2c1	-0.3	0.8	i	-42.1	4.2	-3.4	-6.5	-2.7	0.8
COc1nnc(-c2ccc(C(=O)N3C[C@@H]4C[C@H](C3)c3cccc(=O)n3C4)cc2)c2ccccc12	1.7	0.8	i	-4.9	4.2	-0.7	-7.7	4.2	-4.3
CC(C)C(=O)Nc1nc(-c2ccccc2)ns1	3.3	1.0	i	-3.3	6.8	-2.4	1.5	5.1	-6.3
CCO/C(=C/c1sc2ccc(OC)cc2[n+]1CCCS(=O)(=O)[O-])CC	-0.7	4.1	i	-7.2	1.0	3.0	26.8	10.9	0.7
CCOC(=O)CN1C(=O)C(C)(C)Oc2ccc(C(=O)Nc3ccccc3OC)cc21	0.4	0.2	i	1.8	-3.4	-0.8	8.1	2.0	6.8
NC(=O)c1c(NC(=O)CCCC(=O)O)sc2c1CCCCCC2	3.8	0.8	i	-8.0	-7.4	-5.0	21.1	4.2	3.0

With a hit mark in MT1-MMP act inh, among the entries above:
SMILES	Rin1-Abl PPI inh	MsrA inhibitor	Rpn11 inh	CSN inh	bovine MsrA act	PABP1 MLLE inh	MT1-MMP act inh	eLon inh
Cc1ccc(C)c(Nc2nc(N)c3ccccc3n2)c1	0.3	0.2	i	-14.2	-0.2	5.3	31.3*	14.4

New compounds follow.
SMILES	Rin1-Abl PPI inh	MsrA inhibitor	Rpn11 inh	FAS-TE inh	CSN inh	bovine MsrA act	PABP1 MLLE inh	MT1-MMP act inh	eLon inh
O=C(CSc1ncnc2sc3c(c12)CCC3)N1CCOCC1	-4.8	-0.9	i	-4.5	-0.8	-2.0	12.3	1.2	-2.4
CCOc1ccc(NC(=O)c2c(N)n(C)c(=O)[nH]c2=O)cc1	-0.1	-0.3	i	-14.9	-3.3	-2.9	0.3	6.1	-2.9
CC(C(=O)NC1CC1)c1ncc(C(F)(F)F)cc1Cl (configuration not stated)	1.9	-0.1	i	-5.6	-3.7	-4.2	4.9	0.6	-3.8
C=CCn1c(SCC(=O)Nc2nnc(CC)s2)nnc1-c1cccnc1	-1.6	1.7	i	-6.2	-4.1	-1.6	6.7	6.9	-0.8
O=C(O)CN1C(=O)/C(=C\c2cc(Br)ccc2OCc2ccc([N+](=O)[O-])cc2)SC1=S	3.3	1.5	i	27.3	28.4	-3.8	16.4	3.2	-11.5
COC(=O)C1=C(C(=O)OC)[C@]2([C@H]3CCCCN[C@@H](Cc4ccccc4)C(=O)N3Cc3ccccc3)C=C[C@H]1O2	3.7	1.3	i	75.0*	1.7	-2.9	2.0	-4.2	-13.2
CN1CCN(CCC(=O)Nc2cccc(F)c2)CC1	-2.3	-1.7	i	-7.3	-5.4	-0.1	3.0	-1.8	0.0
C=CCN(c1ccccc1Cl)S(=O)(=O)c1cc(C(=O)N2CCCC2)ccc1Cl	-5.0	0.6	i	8.8	0.0	0.6	0.4	0.6	-1.2
Cc1c(C)n(C)c2ccc(C(=O)NCCCN3CCN(c4ccc(F)cc4)CC3)cc12	3.7	0.8	i	0.8	1.1	0.3	-14.7	-0.1	-6.6
O=[N+]([O-])c1ccc(-c2cn(-c3ccccc3)c(=S)[nH]2)cc1	0.2	0.1	i	-4.8	0.3	-6.8	-44.2	15.6	4.6
COC(=O)c1ccc(NC(=O)c2ccccc2C(=O)Nc2ccc(C(=O)OC)cc2)cc1	3.1	0.3	i	3.5	0.0	-1.3	-4.4	2.3	8.4
CSc1ncccc1C(=O)NCC12CC3CC(CC(C3)C1)C2	1.1	1.1	i	1.9	1.1	-3.2	-8.6	-5.3	-6.8
CC1CCN(C(=O)C2CCN(S(=O)(=O)c3cnc[nH]3)CC2)CC1	2.1	0.5	i	-7.3	5.9	-3.4	-8.4	2.9	-5.2
COC(=O)CC1=NN(c2ccc(OC)cc2)C(=O)C1	0.0	0.1	i	-0.9	5.4	-3.7	0.7	-1.3	-0.8
CCOc1cccc(-c2nn3c(-c4ccco4)nnc3s2)c1	-0.8	0.1	i	-1.7	13.8	-0.7	18.0	3.8	-7.0
O=c1[nH]c(=O)n(C(c2ccccc2)(c2ccccc2)c2ccccc2)cc1N(CCO)CCO	2.9	1.1	i	-2.6	0.8	-4.3	12.3	-9.0	-6.2
Cc1sc2ncnc(SCC(=O)N3CCCC3=O)c2c1C	-0.8	0.4	i	2.3	-0.5	0.6	17.3	-2.8	-5.4
